# Compound activity: PubChem BioAssay, several laboratories
# MRP1 act = H69AR viability gain despite doxorubicin, primary screen, MRP-1 activator project, H69AR cells, CellTiter-Glo | viability increase, % at 10 µM | viability rescue | AID 799, 2007 | 140,000 compounds, 0.61% hits;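 active = viability gain under doxorubicin at or above a set limit, the compound median plus 3 SD, cut at about 4.7% in these data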;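 also: MRP-1 overexpressing cells given doxorubicin 25 µM after compound pretreatment; 18-22 h compound pretreatment then 72 h with doxorubicin before readout; 0% = doxorubicin-only wells and 100% = vehicle-treated cells without doxorubicin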
# NPY Y2 blocker = NPY-Y2 receptor antagonists, primary screen, cell-based; AID 793, 2007; inhibition, % at 2.7 µM; 140,000 compounds, 0.99% hits; NPY-Y2 expressing cells, antagonist mode; in the data active = inhibition above about 17%;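 also: 0% = vehicle with agonist challenge and 100% = reference antagonist with challenge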
# Target sequence (P49146 whole entry, looked up): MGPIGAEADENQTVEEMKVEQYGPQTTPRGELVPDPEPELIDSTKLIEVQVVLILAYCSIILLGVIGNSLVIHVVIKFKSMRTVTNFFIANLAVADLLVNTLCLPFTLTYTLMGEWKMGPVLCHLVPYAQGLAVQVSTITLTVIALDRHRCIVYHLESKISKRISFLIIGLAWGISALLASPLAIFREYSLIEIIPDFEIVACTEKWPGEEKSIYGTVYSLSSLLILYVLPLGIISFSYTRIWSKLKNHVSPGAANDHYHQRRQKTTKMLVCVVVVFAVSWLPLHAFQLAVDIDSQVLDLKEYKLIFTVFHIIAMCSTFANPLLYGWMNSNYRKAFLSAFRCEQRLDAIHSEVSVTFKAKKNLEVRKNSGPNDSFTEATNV
# HCT116 bCat-KO = primary screen for growth suppressors in beta-catenin knockout HCT116 cells (colon tumor, human); viability, % at 10 µM; 140,000 compounds, 1.5% hits; HCT116 beta-catenin knockout viability, CellTiter-Glo, 60 h; hits give low values;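 active = viability at or under a set limit, the compound median less 4 SD, cut at about 6% in these data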;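 also: 0% = Hyamine 1622 control at 20 µM and 100% = untreated cell control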
# GALR2 blocker = GALR2 antagonists in receptor-expressing cells, primary screen; 140,000 compounds, 0.39% hits; Galanin receptor type 2 (Homo sapiens), O43603; inhibition, % at 4 µM; antagonist mode; in the data active = inhibition above about 27%;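 also: cells stimulated with galanin 1-16 at roughly its EC80; 0% = agonist challenge control and 100% = basal control without agonist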
# Target sequence (O43603 whole entry, looked up): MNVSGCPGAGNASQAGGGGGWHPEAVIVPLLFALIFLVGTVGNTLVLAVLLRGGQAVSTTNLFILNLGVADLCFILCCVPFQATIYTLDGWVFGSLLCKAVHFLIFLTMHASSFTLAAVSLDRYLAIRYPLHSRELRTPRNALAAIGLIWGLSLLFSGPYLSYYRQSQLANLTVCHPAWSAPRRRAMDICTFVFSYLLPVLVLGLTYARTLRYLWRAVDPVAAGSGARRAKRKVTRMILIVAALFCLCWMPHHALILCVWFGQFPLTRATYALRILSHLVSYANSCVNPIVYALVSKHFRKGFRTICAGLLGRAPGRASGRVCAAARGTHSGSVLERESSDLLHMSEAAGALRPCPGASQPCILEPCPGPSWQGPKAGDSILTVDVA
# E-sel TNF inh = E-selectin induction blockers in HUVEC – imaging, immunofluorescence, high content, primary screen. 120,000 compounds, 0.71% hits. inhibition, % at 2 µM. HUVEC TNFa-induced E-selectin immunofluorescence;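 active = inhibition above the batch mean plus 3 SD, and confirmed as a hit on visual image review, cut at about 43% in these data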;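 also: 0% = TNF-stimulated DMSO wells and 100% = unstimulated control wells; not every result past the cut was called active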
# Yeast lifespan up = compounds extending yeast replicative lifespan, primary screen, S. cerevisiae, OD615; S. cerevisiae growth with nicotinamide; deaD strain in restrictive glucose medium; inhibition of the nicotinamide effect, % at 10 µM; 130,000 compounds, 0.68% hits; AID 775, 2007;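 active = inhibition above a set limit, placed 3 SD over the median of all compounds, cut at about 26% in these data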;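 also: 0% = nicotinamide-treated wells and 100% = cells grown without nicotinamide; some compounds called inactive have numbers as strong as hits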
#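 Assay system: DeaD-strain S. cerevisiae. Medium: CSMM-D glucose medium, restrictive. Reagent: nicotinamide, 1.5 mM, co-present with compound. Compound: 10 µM single point, 0.25% DMSO. Schedule: culture preincubation 4 h, compound exposure 48 h, both 30 °C. Detection: absorbance at 615 nm.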
# Measles CPE = compounds protecting cells from measles virus cytopathic effect, primary screen, measles RdRp inhibitor project, single point, MLSMR library, absorbance; Measles virus-infected cells, CPE protection; protection (pct of control), % at 4 µM; 140,000 compounds, 1.5% hits; AID 841, 2007; in the data active = protection mostly above about 24%, no sharp cut-off; inactive = mostly below about 26%; also: some compounds called inactive have numbers as strong as hits
# Yeast growth inh = growth inhibitors of yeast BB579 in restrictive medium, primary screen, yeast lifespan-shortening project, S. cerevisiae. OD615, 48 h. inhibition, % at 10 µM. 140,000 compounds, 0.51% hits. AID 804, 2007;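 active = inhibition above a set limit, 3 SD over the mean compound inhibition, cut at about 44% in these data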; also: inactives centre near -24
#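 Test system: Saccharomyces cerevisiae DeaD strain BB579, replicative lifespan model yeast | Buffer or medium: Restrictive CSMM-D medium | Doses: One dose, 10 µM compound with 0.25% DMSO | Incubation: 48 h exposure, 30 °C | Detection: Culture absorbance at 615 nm | Control set: Amphotericin B at 10 µg/mL as positive control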
# HCT116 PTEN-null = growth suppression of PTEN-null HCT116, primary screen, cell-based, CellTiter-Glo; HCT116 PTEN-null viability, 60 h; hits give low values; viability, % at 10 µM; 140,000 compounds, 1.2% hits; AID 827, 2007;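 active = viability at or below a set limit, 4 SD under the median of all tested compounds, cut at about 3.7% in these data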;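 also: PTEN knockout HCT116 line with beta catenin targeted HCT116 as companion control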
# Phagocytosis inh = inhibitors of macrophage phagocytosis, primary screen, imaging, J774A.1 cells, IgG beads; AID 1029, 2008; inhibition, % at 5 µM; J774A.1 macrophage IgG-bead phagocytosis; 110,000 compounds, 0.07% hits;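 active = inhibition above the mean of the plate negative controls plus 5 SD, cut at about 13% in these data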;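 also: phagocytic index as fraction of beads internalized from green versus red external bead signal; plate controls were DMSO negative control for no effect and cytochalasin-D positive control for full effect; some results beyond the cut were filed as inactive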
# * = called active by the depositor; . = no result given.
SMILES,MRP1 act,NPY Y2 blocker,HCT116 bCat-KO,GALR2 blocker,E-sel TNF inh,Yeast lifespan up,Measles CPE,Yeast growth inh,HCT116 PTEN-null,Phagocytosis inh
CCC(C)c1ccc(NC(=S)Nc2ccc(OC)c(OC)c2)cc1 (stereo not given),-4.3,3.6,93.9,-4.5,.,.,12.8,12.8,94.5,.
Cc1cccc(-n2c(SCC(=O)N3CC(=O)Nc4ccccc43)nc3ccccc3c2=O)c1C,-4.7,4.8,49.5,7.9,.,0.9,25.1,-22.2,36.1,-15.8
COc1ccc(OC)c(S(=O)(=O)Nc2ccc(CC(=O)O)cc2)c1,0.2,2.6,101.9,10.0,-17.9,-6.4,1.4,-4.5,106.2,-0.3
Cc1ccc(OCC(=O)OC(C)CN(C)Cc2ccccc2)cc1 (stereo not given),-1.7,0.3,91.9,-4.7,-12.2,2.9,6.2,-22.4,86.4,-2.1
O=C(O)c1sccc1S(=O)(=O)c1ccccc1,0.2,2.8,103.8,10.9,8.9,-3.9,12.0,-75.0,102.5,.
COc1cccc(C(=O)O/N=C/c2ccc(Sc3ccc(C)cc3)nc2)c1,-2.9,-1.4,92.8,-5.0,13.1,5.3,4.6,-42.2,87.5,-1.2
NS(=O)(=O)c1ccc(CNC(=O)C23CC4CC(CC(C4)C2)C3)cc1,-0.2,3.1,81.9,5.2,9.0,-8.3,18.2,-12.0,85.0,-1.5
Cc1cccc(CCNc2nc3ccccc3n3nnnc23)c1,-2.5,0.9,66.3,12.4,17.0,1.0,5.3,-42.6,76.8,.
Cn1ccnc1SCC(=O)NC1CC1,-2.1,1.7,102.4,1.4,2.3,-5.5,6.8,22.9,98.9,-1.6
Cc1ccc2[nH]c(=O)c(CN(Cc3cccnc3)C(=O)c3ccncc3)cc2c1,-3.3,-0.6,46.5,2.5,.,-7.7,17.5,-1.4,46.5,-0.7
CCCCC(=O)Nc1ccc(NC(=O)c2ccccc2OC)cn1,0.2,0.0,103.1,-1.6,.,-8.6,9.6,-61.9,99.5,-1.0
CCOC(=O)c1nnc2cc(-c3ccc(Br)cc3)nn2c1C,0.0,-0.3,100.0,6.7,-3.9,-12.8,8.7,-24.3,100.6,-2.1
CC(C)CNS(=O)(=O)c1ccc(OCC(=O)NCC2CCCO2)c(Cl)c1 (stereo not given),-0.7,4.0,92.2,0.1,-9.7,.,13.2,-23.4,92.3,.
COc1nc(C)nc(NC(=O)NS(=O)(=O)c2ccc(C)cc2)n1,-0.9,1.3,87.6,1.2,11.5,-0.3,36.9,-41.7,93.2,-2.2
COC(=O)c1ccc(N2CCOCC2)c(NC(=O)Nc2cccc(OC)c2)c1,-2.8,2.8,90.5,9.4,-6.5,-10.7,6.5,-18.2,90.7,0.2
Cc1cc(C)n(CCCNCC(O)c2ccccc2)n1 (stereo not given),-2.9,2.9,91.4,4.0,.,-15.0,7.8,-1.9,84.6,-1.1
O=C(NC(=S)N1CCCCC1)c1cccs1,-2.4,0.5,90.9,-0.4,25.5,6.3,21.7,-15.7,93.9,1.4
CC(C(=O)NCc1ccc2c(c1)OCO2)N1c2cccc3cccc(c23)S1(=O)=O (stereo not given),-0.6,3.8,93.4,-16.3,-24.4,-17.1,5.3,-66.3,78.8,.
COc1cccc(-c2nc(CS(=O)(=O)CC(=O)NCCCOC(C)C)c(C)o2)c1,-3.0,1.2,89.4,-3.3,2.7,-2.3,40.8*,-11.5,88.9,-3.7
COC(=O)c1sc(NC(=O)c2oc3ccccc3c2C)nc1C,-3.6,1.2,62.6,3.8,-42.5,-18.2,15.9,-9.5,65.9,0.5
CCCCCn1c(N)c(C#N)c2nc3ccccc3nc21,-3.5,-0.8,82.3,-8.5,.,-25.9,10.1,-20.3,71.9,-0.6
Cc1cc2ncn(C3CC(=O)N(Cc4ccc(N5CCCC5=O)cc4)C3=O)c2cc1C (stereo not given),0.5,5.5,104.2,-2.7,.,-5.5,9.9,19.3,109.8,-0.1
O=C(COc1ccc(/C=N/NS(=O)(=O)c2ccccc2)cc1)NCCc1ccccc1,-3.2,-0.9,85.6,3.9,3.1,-10.8,23.5,-13.0,79.4,-2.0
CCOP(=O)(OCC)C(NC(=O)Nc1cccc(Cl)c1)c1ccccc1 (stereo not given),-2.6,-0.4,82.8,-4.3,2.8,0.6,3.4,-45.6,91.6,-2.7
CCC(c1nnnn1CC1CCCO1)N(CCCO)Cc1cc2cccc(C)c2[nH]c1=O (stereo not given),-1.2,5.7,80.6,-14.9,5.5,-5.0,2.5,-33.7,83.5,-0.4
# Remaining list, next part:
SMILES,MRP1 act,NPY Y2 blocker,HCT116 bCat-KO,GALR2 blocker,E-sel TNF inh,Yeast lifespan up,Measles CPE,Yeast growth inh,HCT116 PTEN-null,Phagocytosis inh
NC(=NC(=O)c1ccccc1)N1CCOCC1,-2.3,3.6,97.6,-3.7,-19.8,-15.8,9.0,-32.7,88.1,-4.7
Cc1nn(C(C)C(=O)O)c2ccccc12 (stereo not given),0.3,2.3,91.7,10.0,.,-3.3,5.6,-0.6,99.0,1.4
CNC(=O)c1sccc1SCc1c(Cl)cccc1Cl,-1.0,-0.3,97.1,-2.5,-4.1,-7.5,1.2,-2.8,84.6,3.8
CC1CCc2c(C(=O)NCC3CCCO3)csc2C1 (stereo not given),0.6,-0.3,91.5,4.0,4.8,-2.0,3.3,-40.8,109.8,-1.3
Cc1nnc(N/N=C\c2ccc(-c3ccccc3[N+](=O)[O-])o2)n1N,-1.8,1.6,90.9,9.8,-2.6,-1.6,2.3,2.6,94.6,.
CCOC(=O)CC1COc2ccccc2N1C(=O)c1ccc(C)cc1 (stereo not given),-0.7,0.7,89.8,-3.4,-54.8,-2.9,1.5,11.4,83.0,0.2
CCCCc1nc2ccccc2c(NC(=O)CN2CCCC2)c1CCC,-4.5,3.8,90.2,-1.1,14.2,.,8.7,-27.9,92.4,.
CC1=C(C)C(=O)C(N2CCOCC2)=CC1=O,-5.8,-1.0,82.8,13.1,10.6,-2.5,23.3,-17.3,87.7,-11.4
CCOC(=O)N1CCC(NC(=O)c2ccc3c(c2)N(Cc2ccc(C)cc2)CCS3)CC1,-0.1,1.4,70.0,13.1,.,-7.6,0.5,-11.9,78.3,-0.7
CCOC(=O)CNC(=O)C1CCCN(c2ncccn2)C1 (stereo not given),-0.1,2.1,102.0,12.3,14.0,-3.3,4.8,0.3,97.5,-3.4
N#Cc1nc(-c2ccc(Cl)cc2)oc1N1CCCCC1,3.2,6.8,76.6,3.8,4.7,-32.1,4.9,-37.4,70.1,.
CCc1nnc(NC(=O)Cn2nc(-c3ccccc3OC)ccc2=O)s1,-2.2,4.5,92.8,10.8,12.0,-6.2,33.8,-21.2,95.3,.
CCCCn1c(=O)nc2n(-c3ccccc3C)c3ccccc3cc-2c1=O,-4.8,2.5,87.0,10.9,.,3.8,14.8,-46.6,85.1,.
COc1ccc(N2C(=O)C3CCCN3C2c2ccccc2)cc1Cl (stereo not given),-0.3,1.9,94.4,-7.7,-18.6,-13.6,15.5,2.1,97.6,2.7
O=C(Nc1ccccc1C(F)(F)F)c1ccc(F)c(S(=O)(=O)N2CCOCC2)c1,-2.0,3.9,93.4,4.8,.,-5.6,4.3,-1.5,96.0,0.4
Fc1ccccc1-n1[nH]nnc1=S,-3.8,1.5,88.9,11.4,-10.3,-6.8,6.2,25.1,96.6,2.2
COCCNC(=O)COc1ccc(C)cc1C,0.1,1.0,102.1,15.7,-30.8,-9.5,24.4,-82.1,110.3,-0.8
COc1ccc(OCCCSc2ncccn2)cc1,-1.0,3.5,111.0,3.3,6.4,-17.1,1.6,-57.5,109.8,0.1
CCC(=O)Oc1ccc2c(C)c(Cl)c(=O)oc2c1,-0.9,6.4,96.9,5.9,-6.6,-14.2,4.4,-6.7,98.3,-0.6
Nc1nonc1/C(=N/O)N1CCCC1,-0.3,0.9,100.2,6.9,1.3,-3.1,4.1,-20.5,94.5,-1.6
COc1ccc(CCNC(=O)/C=C/c2ccc(C)cc2)cc1OC,-1.7,3.5,84.3,5.2,1.9,-9.1,11.6,-18.1,98.8,-3.0
O=C(CCN1C(=O)C2C3C=CC(C3)C2C1=O)NCC1CCCO1 (stereo not given),0.3,-1.7,103.9,5.1,.,0.9,18.5,-39.5,105.3,-0.8
CCCCc1ccc(NS(=O)(=O)c2cccs2)cc1,-1.6,2.0,103.5,-7.5,-10.8,-22.3,34.1,58.2*,85.1,0.9
O=C(Nc1ccc2c3c(cccc13)CC2)c1cccc([N+](=O)[O-])c1,2.9,4.5,77.7,-13.5,-28.1,8.5,15.7,-41.5,74.1,-1.1
COc1ccc(C(=O)CSc2nnc(CN3CCCC3)n2-c2ccc(F)cc2)c(OC)c1,-3.2,4.0,85.5,4.7,.,1.1,23.9,-33.9,87.2,-2.6
# Continuation.
SMILES,MRP1 act,NPY Y2 blocker,HCT116 bCat-KO,GALR2 blocker,E-sel TNF inh,Yeast lifespan up,Measles CPE,Yeast growth inh,HCT116 PTEN-null,Phagocytosis inh
CCOC(=O)c1cnc(SC)nc1Oc1cccc(NC(=O)c2cccc(Cl)c2Cl)c1,0.0,2.9,101.7,0.1,.,0.1,7.2,-75.3,83.4,-0.8
CN(C)S(=O)(=O)c1cc(NC(=O)[C@H](Cc2ccccc2)N2C(=O)c3ccccc3C2=O)ccc1Cl,0.7,-1.4,90.9,10.0,10.2,1.8,9.1,-15.8,96.6,0.2
COc1ccc(CNC(=O)C/C(C)=N/NC(=O)C(c2ccccc2)c2ccccc2)cc1,-0.7,5.0,98.3,-0.1,-63.2,-6.8,7.6,-23.3,95.2,0.9
Cn1c(SCC(=O)N/N=C/c2ccc([N+](=O)[O-])s2)nnc1-c1ccc(Cl)cc1,-4.8,-0.9,1.9*,-7.0,8.3,-6.5,19.5,99.4*,1.6*,.
COc1ccc(C(C)=O)c2c(O)cccc12,-1.8,2.2,91.4,3.0,-0.2,-12.9,3.6,-3.5,80.6,-0.7
CCC(C)(c1ccc(C=O)s1)c1ccc(C=O)s1,-4.4,2.9,74.4,4.6,10.7,12.7,26.7,-19.5,60.2,.
O=C(Nc1ccccc1-c1ccccc1)NC1CCN(C(=O)N2CCOCC2)CC1,-1.6,0.1,94.6,-0.5,-3.9,-5.9,5.1,-14.8,87.1,.
O=C(C1=NN(c2ccccc2)C2C(=O)N(c3ccc(Cl)cc3)C(=O)C12)c1ccccc1 (stereo not given),3.4,6.7,87.0,16.1,.,6.0,8.2,-32.2,90.5,-5.9
